Compound activity as filed in PubChem.
USP1-UAF1 inh – blocks the human USP1/UAF1 deubiquitinase complex. O94782. recombinant USP1/UAF1, Ub-Rhodamine cleavage fluorescence. Potency, µM (doses to about 57.1 µM), without a hit: top-dose activity change, negative = inhibition, hits mostly inhibitors. actives 0.23% (n = 390,000); also: % is scaled to controls: 0 for no effect and ±100 for the full control effect; nearly all actives have a fitted effect of over 60% in size; inactives centre near -12
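USP1/UAF1 complex (1 nM) preincubated 15 min at room temperature with compound, then Ub-Rho substrate (150 nM final) added. Kinetic fluorescence at 480/540 nm over 6 reads at 60 s intervals; 50 mM HEPES pH 7.8, 0.5 mM EDTA, 0.1 mg/ml BSA, 1 mM TCEP, 0.01% Tween-20.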
Vif-APOBEC3F blk – blocks the Vif interaction with APOBEC3F; HeLa A3F-eYFP + Vif (tagged APOBEC3F with the HIV-1 protein that degrades it), YFP fluorescence increase; Potency, µM (series often up to 46.1 µM), without a hit: at the top dose activity, negative = active; actives 0.2% (n = 390,000); AID 602313; also: % of control where 0% means no effect; nearly all actives have a fitted effect of over 65% in size
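Fluorescence increase (Ex 488/Em 500-530) after overnight compound treatment at 37 deg C flags inhibition of Vif-driven A3F-eYFP loss in stable HeLa A3F-eYFP/Vif cells seeded overnight beforehand.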
ALOX12 inh – inhibitors of human 12S-lipoxygenase ALOX12. actives 1.1% (n = 580,000). P18054. purified 12hLO, xylenol orange hydroperoxide absorbance. Potency, µM (highest dose often 108 µM), for the others: top-dose activity change, negative = inhibition, hits mostly inhibitors; also: % is scaled to controls: 0 for no effect and ±100 for the full control effect
Target sequence (P18054 whole entry, looked up): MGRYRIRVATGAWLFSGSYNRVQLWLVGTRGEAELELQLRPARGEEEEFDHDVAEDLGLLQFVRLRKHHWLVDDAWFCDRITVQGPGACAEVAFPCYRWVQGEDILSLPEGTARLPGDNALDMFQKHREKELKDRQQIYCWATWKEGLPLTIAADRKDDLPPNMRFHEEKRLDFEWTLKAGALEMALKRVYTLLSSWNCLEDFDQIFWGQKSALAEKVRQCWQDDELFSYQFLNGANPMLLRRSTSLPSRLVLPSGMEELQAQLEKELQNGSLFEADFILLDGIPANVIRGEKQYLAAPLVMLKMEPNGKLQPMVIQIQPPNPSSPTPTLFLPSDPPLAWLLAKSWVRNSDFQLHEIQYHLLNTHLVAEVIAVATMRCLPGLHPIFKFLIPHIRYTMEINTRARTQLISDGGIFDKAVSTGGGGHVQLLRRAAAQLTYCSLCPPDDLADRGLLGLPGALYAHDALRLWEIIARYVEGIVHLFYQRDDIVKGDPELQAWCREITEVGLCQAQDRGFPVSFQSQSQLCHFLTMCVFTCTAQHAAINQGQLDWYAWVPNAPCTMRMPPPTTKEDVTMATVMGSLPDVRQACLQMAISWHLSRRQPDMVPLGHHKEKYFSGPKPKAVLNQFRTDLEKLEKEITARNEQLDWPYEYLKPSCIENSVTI
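Purified human 12hLO at 150 nM in 25 mM Hepes, 0.01% Triton X-100, pH 7.0, preincubated 15 min at room temperature with compound. Reaction started with 40 uM arachidonic acid, 30 min at room temperature. Hydroperoxide measured by Fe-xylenol orange, 573/405 nm absorbance ratio.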
RGS4 inh – human RGS4 inhibition; P49798; Transcreener GDP fluorescence polarization, RGS4-accelerated GTP hydrolysis; Potency, µM (highest dose often 114 µM), without a hit: top-dose activity change, negative = inhibition, most hits filed as inhibitors; actives 0.039% (n = 390,000); also: % is scaled to controls: 0 for no effect and ±100 for the full control effect; nearly all actives have a fitted effect of over 75% in size; some results filed as inactive show a strong effect at the top dose
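MLSMR compounds (23 nl, pin-transferred) preincubated 10 min at room temperature with a 500nM (2x) first reagent, then RGS4 at 900nM (2x) plus Transcreener GDP mix added; fluorescence polarization (620/688 nm) read before and after 90 min at 30 °C.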
RXFP1 ag – RXFP1 (human) receptor agonism | AID 2676 | actives 0.3% (n = 370,000) | Potency, µM (titrated, usually from 57.5 µM), inactives show top-dose activation, most hits filed as activators | HEK293T-RXFP1 cAMP TR-FRET, 30 min; response scale: percent of porcine relaxin response, buffer zero | Q9HBX9; also: % is scaled to controls: 0 for no effect and ±100 for the full control effect; nearly all actives have a fitted effect of over 60% in size; many of its hits are not listed in these tables
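Agonist response is measured as cAMP accumulation in an RXFP1-transfected HEK293T line under PDE4 inhibition. Values are scaled between buffer-only and 29 nM porcine relaxin, and EC50s come from standard Hill equation fits.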
TrxR1 substrate – is turned over as a substrate by rat TrxR1; O89049; purified TrxR1 substrate turnover, NADPH consumption readout; Potency, µM (titrated, usually from 114 µM), for the others: top-dose activity change, negative = substrate turnover; actives 0.01% (n = 390,000); also: % is scaled to controls: 0 for no effect and ±100 for the full control effect; nearly all actives have a fitted effect of over 50% in size
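Rat TrxR1, dispensed at 90 nM, was prereduced with 400 uM NADPH (final) for 5 min at ~22 deg C, then incubated with compound 15 min before 400 uM selenite. A first-read NADPH fluorescence drop versus no-compound background flagged substrates.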
TrxR1 inh – rat TrxR1 inhibition. recombinant rTrxR1, NADPH fluorescence consumption, selenite substrate. O89049. actives 1% (n = 390,000). Potency, µM (doses to about 114 µM), inactives show at the highest dose activity change, negative = inhibition, actives largely listed as inhibitors. AID 588453; also: % is scaled to controls: 0 for no effect and ±100 for the full control effect; nearly all actives have a fitted effect of over 65% in size
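Rat TrxR1 (90 nM in the dispensed reagent) was pre-reduced with 400 uM NADPH for 5 min at room temperature, then incubated with compound for 15 min. After 400 uM selenite was added, NADPH fluorescence (Ex 340/Em 450 nm) was followed for 8 min.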
IDH1 R132H inh – blocks human mutant IDH1 R132H enzyme; O75874; IDH1-R132H enzyme, NADPH consumption, diaphorase/resazurin fluorescence; Potency, µM (titrated, usually from 76.6 µM), for the others: at the top dose activity change, negative = inhibition, most hits filed as inhibitors; actives 0.093% (n = 390,000); AID 602179; also: % is scaled to controls: 0 for no effect and ±100 for the full control effect; nearly all actives have a fitted effect of over 65% in size
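IDH1-R132H (0.5 ug/mL) preincubated 30 min with compound, then NADPH (0.016 mM) and alpha-KG (2 mM) added; 80 min at RT, pH 7.5. Remaining NADPH coupled via diaphorase/resazurin to fluorescence (540/590 nm); concentration-response curves normalized to no-enzyme control.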
Vif-APOBEC3G blk – blocks the Vif interaction with human APOBEC3G; HeLa A3G-eYFP + Vif (tagged APOBEC3G with the HIV-1 protein that degrades it), YFP fluorescence, overnight; Potency, µM (titrated, usually from 46.1 µM), for the others: at the highest dose activity, negative = active, hits mostly inhibitors; actives 0.076% (n = 410,000); AID 602310;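 also: % is scaled to controls: 0 for no effect and ±100 for the full control effect; nearly all actives have a fitted effect of over 60% in size; hits raise eYFP signal because A3G escapes Vif-driven loss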
Target sequence (Q9HC16 whole entry, looked up): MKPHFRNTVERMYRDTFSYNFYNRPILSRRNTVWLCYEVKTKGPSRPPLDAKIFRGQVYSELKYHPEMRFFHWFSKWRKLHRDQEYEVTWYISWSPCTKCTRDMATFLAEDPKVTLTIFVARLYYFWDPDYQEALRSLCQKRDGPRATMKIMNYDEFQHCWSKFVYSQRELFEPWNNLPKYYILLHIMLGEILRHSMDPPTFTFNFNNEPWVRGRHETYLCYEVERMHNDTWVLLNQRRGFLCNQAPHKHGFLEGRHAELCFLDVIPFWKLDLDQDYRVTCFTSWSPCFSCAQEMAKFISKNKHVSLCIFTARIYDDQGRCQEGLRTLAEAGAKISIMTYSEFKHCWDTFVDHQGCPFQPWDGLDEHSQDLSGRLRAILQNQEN
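HeLa cells stably expressing Vif and C-terminally eYFP-tagged A3G, seeded overnight at 37 deg C, then exposed to compound by pintool overnight at 37 deg C. Rise in yellow fluorescence (Ex 488/Em 500-530, Acumen) marks blocked Vif-driven A3G degradation.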
An asterisk follows results filed as active; ? = inconclusive; nt = no result given; [ ] = dose if it differs, or a comment. Calls follow the shape of the dose curve; as a rule, active = well fitted curve in the direction sought with a large enough effect; inconclusive = small, poorly fitted or top-dose-only effect, or another doubt; inactive = no such curve, though single readings can be large; an effect the other way counts as inactive or inconclusive. Potency is read from the fitted curve at half-maximal effect. Only part of the results is shown; the hit share may differ from the screen's.

Values in the order: Vif-APOBEC3F blk	RXFP1 ag	RGS4 inh	USP1-UAF1 inh	TrxR1 inh	IDH1 R132H inh	TrxR1 substrate	ALOX12 inh	Vif-APOBEC3G blk
CC(=O)N1N=C(c2ccccc2)CC1c1cn(C)c2ccccc12 (configuration not stated)
  -5%	-0.1%	14%	-1%	-11%	3%	-11%	-6%	-7%
O=C(Nc1ccc(Cl)cc1)N1CCC(CN2CCCCCC2)CC1
  3%	-2.5%	0%	-1%	-8%[57.1 µM]	-7%	-6%[57.1 µM]	-25%	-1%
CCOC(=O)c1ccc(S(=O)(=O)N2CCN(C(=O)CSc3nc4ccccc4o3)CC2)cc1
  3%	-1.1%	-7%	-14%	13%	6%	1%	-19%	1%
CN(C)S(=O)(=O)c1cccc(N2C(=O)CC3(CCCCC3)CC2=O)c1
  -10%	-0.2%	27%	-8%	44%	1%	8%	-10%	-1%
COc1ccc(Nc2nc(N)c([N+](=O)[O-])c(N3CCN(C)CC3)n2)cc1
  0%	1.3%	6%	-9%	5%	4%	-3%	5%	0%
CCC1(c2ccccc2)C(=O)N=C(N)N(C#N)C1=O (configuration not stated)
  8%	nt	2%	-7%	7%	3%	-3%	?	-1%
O=C(CN1C(=O)CCS(=O)(=O)c2ccccc21)NCc1ccc(F)cc1
  -8%	1.0%	8%	-7%	2%	9%	-4%	0%	0%
NC(=O)C1CCN(C(=O)/C(=C/c2ccccc2)NC(=O)c2ccccc2)CC1
  -23%	0.6%	12%	-25%	13%	2%	2%	10%	-10%
COc1ccc(OC)c(NC(=O)CS(=O)(=O)c2ccccc2)c1
  -11%	1.2%	-7%	-11%	-9%	4%	2%	-11%	0%
O=C(COC(=O)CC1CCCC1)Nc1cc2c(cc1Cl)C(=O)c1ccccc1C2=O
  7%	22%	8%	-8%	-21%	-1%	-9%	0%	0%
CC(c1ccccc1)C1CC(=O)N(c2ccc(C(=O)O)cc2)C1=O (configuration not stated)
  -8%	0.0%	7%	-5%	-4%	5%	-3%	11%	1%
O=C1CCCC2=C1C(O)(C(F)(F)F)C(=O)N2Cc1ccccc1 (configuration not stated)
  -12%	-1.5%	19%	5%	-5%[57.1 µM]	-5%	-1%[57.1 µM]	0%	0%
C/C(=N\NC(=O)c1ccc2c(c1)OCO2)c1ccc(O)cc1
  -8%	2.2%	-14%[11.4 µM]	-10%	18%	-6%	-5%	-43%	0%
COc1ccc(C2=CC(=O)CC(C)(C)C2)cc1OC
  1%	0.2%	3%	-25%	7%	22%	-5%	2%	-6%
O=C(CSc1n[nH]c(-c2cccnc2)n1)Nc1cccc(Cl)c1
  1%	2.8%	1%	-25%	-7%[57.1 µM]	0%	-2%[57.1 µM]	-1%	-3%
CCn1nc(CC(=O)Nc2nnc(CC(=O)N3CCCC3)s2)c2ccccc2c1=O
  -2%	5.4%	-26%	-3%	0%	5%	1%	28%	0%
Cc1ccccc1OCCC(=O)N1CCN(S(=O)(=O)c2ccc(Cl)cc2)CC1
  1%	-0.1%	-16%	-25%	-14%	4%	-10%	?	-4%
CS(=O)(=O)N(CC(=O)Nc1ccccc1C(=O)N1CCOCC1)c1ccc(Cl)cc1
  8%	-1.6%	-14%	-9%	7%	-6%	-6%	0%	0%
Cc1ccccc1OCC(=O)N/N=C/c1ccncc1
  0%	-1.7%	-20%	-22%	3%	-4%	2%	-4%	-3%
Cc1ccc(C)c(CN2C(=O)c3ccccc3Sc3ccc(C(=O)NCc4ccco4)cc32)c1
  -1%	0.6%	6%	-17%	7%[57.1 µM]	9%	-2%[57.1 µM]	-28%	4%
Cc1noc(/C=C/N(C)C)c1S(=O)(=O)N1CCC(C(=O)O)CC1
  -7%	-1.2%	14%	-21%	1%[57.1 µM]	-9%	-5%[57.1 µM]	-2%	-4%
Cc1ccc(N2CCN(C(=O)c3ccccc3NC(=O)C3CC=CCC3C(=O)O)CC2)cc1 (configuration not stated)
  5%	-0.7%	-24%	-6%	-38%	4%	-7%	8%	2%
CC(=O)c1cccc(NC(=O)c2csc(-n3nc(C)cc3C(F)(F)F)n2)c1
  0%	20%	-4%	-26%	0%	9%	-7%	4%	0%
O=C1CCN(Cc2nnnn2CC2CCCO2)c2ccccc2N1 (configuration not stated)
  -8%	-2.1%	26%	?	18%	4%	14%	nt	0%
O=C(NCC(c1cccnc1)N1CCOCC1)C(=O)Nc1ccc(F)cc1 (configuration not stated)
  0%	-2.4%	18%	-16%	11%	0%	-10%	-18%	4%
O=C(C1CCC(=O)N(C2CCCC2)C1)N1CCC(Oc2cccc(F)c2)CC1 (configuration not stated)
  -2%	-0.1%	15%	-7%	-4%	3%	-2%	11%	1%
O=C(Cn1c(=O)n2nc(-c3cccc(F)c3)nc2c2ccccc21)N1CCN(c2ccc(F)cc2)CC1
  1%	3.5%	-3%	-14%	19%[57.1 µM]	8%	1%[57.1 µM]	-3%	-1%
Cc1ccc([N+](=O)[O-])cc1NC(=O)c1cccnc1
  12%	2.3%	11%	-3%	18%[57.1 µM]	6%	7%[2.29 µM]	?	0%
COc1ccc(CN(CC(=O)NCc2ccco2)C(=O)CCC(=O)Nc2nccs2)cc1
  -16%	0.2%	-30%	2%	-16%[57.1 µM]	-2%	9%	0%	2%
CC1CCCCN1C(=O)COC(=O)C1CCN(S(=O)(=O)c2c(Cl)cccc2Cl)CC1 (configuration not stated)
  5%	-0.3%	7%	-13%	-8%	0%	-9%	156%[activator]	1%
CCn1c(SCC(=O)N/N=C/c2ccc(C)o2)nnc1-c1ccccc1
  0%	-0.8%	-29%	-20%	-12%	9%	-13%	-2%	-4%
Cc1ccc(CCNC(=O)CNC(=S)N(Cc2ccccc2)Cc2cccnc2)cc1
  -13%	-0.8%	-9%	-5%	13%[57.1 µM]	13%	-5%	-18%	1%
O=C(Cc1cccs1)Nc1nc2c(ccc3ccccc32)s1
  -11%	1.9%	-18%	-21%	-8%	5%	-9%	54%[activator]	-6%
O=C(Nc1ccccc1)C1CCN(C(=O)c2ccc(Br)cc2)CC1
  0%	1.2%	-9%	-10%	-4%	3%	-3%	-7%	-1%
CCn1cc(C(=O)N2CCN(c3cc(Cl)ccc3C)CC2)c2cc(OC)c(OC)cc2c1=O
  3%	12%	-1%	?	3%	3%	-1%	0%	-5%
Cc1c[nH]c(=O)c([N+](=O)[O-])c1
  2%	0.0%	5%	2%	3%	7%	26%	-21%	0%
O=C(c1cc2c(=O)n3ccccc3nc2s1)N1CCN(Cc2ccc3c(c2)OCO3)CC1
  -18%	12%	-25%	-22%	30%[57.1 µM]	1%	32%[57.1 µM]	-2%	3%
Cc1ccc(CNC(=O)C2CCC(CNc3c(N4CCC(C)CC4)c(=O)c3=O)CC2)cc1 (configuration not stated)
  -6%	-0.6%	1%	-3%	3%	8%	0%	-23%	-2%
CCC(=O)N1c2ccccc2CC1C(=O)NCCN1CCN(c2cccc(C(F)(F)F)c2)CC1 (configuration not stated)
  4%	0.0%	-3%	-29%	5%[57.1 µM]	10%	2%[57.1 µM]	-8%	-2%
O=C(NCc1ccco1)C(c1ccc(F)cc1)N(C(=O)Cc1cccs1)c1cccnc1 (configuration not stated)
  -1%	-0.5%	-4%	-9%	7%	0%	-2%	-2%	4%
CCOc1cc(CNC(=O)c2cc(-c3ccc(Cl)s3)nc3ccccc23)ccc1OC
  3%	9.1%	6%	-7%	17%	-5%	32%[activator]	-29%	0%
N#Cc1cccc(NS(=O)(=O)c2ccc(S(=O)(=O)N3CCOCC3)cc2)c1
  0%	-4.8%	-24%	-11%	-10%	1%	-12%	342%[activator]	2%
COc1ccccc1-c1c(C)oc2c(CN3CCN(CCO)CC3)c(O)ccc2c1=O
  -10%	3.1%	28%	1%	33%[activator]	3%	705%[activator]	-18%	-3%

Full records from above.
Shown for O=C(Nc1ccccc1)C1CCN(C(=O)c2ccc(Br)cc2)CC1 = Vif-APOBEC3F blk: 0%; RXFP1 ag: 1.2%; RGS4 inh: -9%; USP1-UAF1 inh: -10%; TrxR1 inh: -4%; IDH1 R132H inh: 3%; TrxR1 substrate: -3%; ALOX12 inh: -7%; Vif-APOBEC3G blk: -1%
Shown for O=C(Cc1cccs1)Nc1nc2c(ccc3ccccc32)s1 = Vif-APOBEC3F blk: -11%; RXFP1 ag: 1.9%; RGS4 inh: -18%; USP1-UAF1 inh: -21%; TrxR1 inh: -8%; IDH1 R132H inh: 5%; TrxR1 substrate: -9%; ALOX12 inh: 54%[activator]; Vif-APOBEC3G blk: -6%
